Screens: PubChem, Johns Hopkins Ion Channel Center
TRPC6 inh: mouse TRPC6 channel inhibition | Q61143 | HEK293-TRPC6, membrane potential dye, ACh-evoked depolarization; hits give low values | B-score at 10 µM | 310,000 tested, 1.1% active;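 active = B-score under library mean minus 3 SD, initial fluorescence not abnormally high, positive integrated signal ratio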;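 also: B-score derived from integrated fluorescence ratio over the kinetic read; more negative B-score means stronger inhibition of depolarization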
Target sequence (Q61143 whole entry, looked up): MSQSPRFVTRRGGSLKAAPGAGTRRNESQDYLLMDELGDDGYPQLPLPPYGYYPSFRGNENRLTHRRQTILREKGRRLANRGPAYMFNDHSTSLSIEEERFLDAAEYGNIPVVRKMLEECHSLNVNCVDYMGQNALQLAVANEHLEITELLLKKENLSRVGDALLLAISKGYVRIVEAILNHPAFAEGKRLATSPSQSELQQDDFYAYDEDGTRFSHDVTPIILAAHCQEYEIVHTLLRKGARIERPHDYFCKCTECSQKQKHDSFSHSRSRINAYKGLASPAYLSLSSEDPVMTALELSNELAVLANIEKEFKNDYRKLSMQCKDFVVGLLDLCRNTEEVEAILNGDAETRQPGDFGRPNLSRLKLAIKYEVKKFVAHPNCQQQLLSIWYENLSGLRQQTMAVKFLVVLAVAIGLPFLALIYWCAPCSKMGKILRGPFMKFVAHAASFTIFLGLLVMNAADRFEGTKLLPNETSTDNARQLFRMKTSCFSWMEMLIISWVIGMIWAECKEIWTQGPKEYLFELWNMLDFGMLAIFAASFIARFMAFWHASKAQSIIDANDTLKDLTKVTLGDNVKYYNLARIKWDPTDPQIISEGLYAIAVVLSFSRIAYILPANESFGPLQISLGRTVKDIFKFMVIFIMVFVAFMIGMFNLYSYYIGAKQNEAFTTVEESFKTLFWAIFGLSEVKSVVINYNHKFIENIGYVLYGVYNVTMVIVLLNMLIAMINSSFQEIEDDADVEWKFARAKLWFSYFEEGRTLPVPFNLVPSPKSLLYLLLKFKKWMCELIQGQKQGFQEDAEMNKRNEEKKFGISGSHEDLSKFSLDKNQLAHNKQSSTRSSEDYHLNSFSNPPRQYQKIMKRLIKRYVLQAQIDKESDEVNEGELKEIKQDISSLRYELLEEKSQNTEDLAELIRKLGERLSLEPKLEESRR
TRPC4 inh: TRPC4 (mouse) channel inhibition; B-score at 10 µM; 300,000 tested, 0.39% active; AID 2247; HEK293 TRPC4beta/mu-opioid, DAMGO-evoked Fluo4 calcium flux; hits give low values;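 active = B-score over 3 SD under the library average, no early fluorescence shift, positive overall ratio signal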
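material = TRPC4beta/mu-opioid receptor HEK293 cell line | probe or stimulus = sequential submaximal and maximal DAMGO stimulation | compound dosing = one concentration per compound | measured by = Fluo4 Ca2+ flux fluorescence | evaluation = integrated fluorescence ratio relative to baseline, converted to per-well B score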
TRPC4 PAM: allosteric potentiators of mouse TRPC4 channel. Q9QUQ5. HEK293 TRPC4beta/mu-opioid, DAMGO EC20, Fluo-4 Ca2+ flux; hits give high values. B-score at 10 µM. 310,000 tested, 0.42% active;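 active = B-score of calcium response area above 5 SD of library B-scores, with initial fluorescence ratio within 5 SD of library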;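 also: B-score of integrated fluorescence ratio over time as area under calcium response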
TRPC4 act: opens the mouse TRPC4 cation channel; Q9QUQ5; HEK293 TRPC4beta/mu-opioid, Fluo4 calcium fluorescence; hits give high values; B-score at 10 µM; 310,000 tested, 0.49% active; AID 2237;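 active = B-score above 5 SD of library B-scores, and initial fluorescence ratio not above library mean plus 5 SD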;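 also: positive B-score marks a calcium rise read as TRPC4 activation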
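Technique: kinetic Fluo4 calcium fluorescence; Test system: TRPC4beta and mu-opioid receptor HEK293 stable cells; Measure: B-scored integrated calcium fluorescence ratio; Benchmarks: low control buffer alone, high control maximal DAMGO; Schedule: 45 min room-temperature Fluo4 loading, 110 s read.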
ANO1 activ: activates or potentiates the mouse TMEM16A chloride channel; 340,000 tested, 0.3% active; B-score at 10 µM; HEK293 TMEM16A/YFP-H148Q/I152L, iodide quench fluorescence; hits give low values; AID 623877; Q8BHY3;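 active = fluorescence-ratio B-score plate-corrected deviation score at least 3 library SD below zero, with starting fluorescence score within 5 deviations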;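 also: channel opened by trigger with iodide after compound preincubation; score built on the fluorescence ratio of max minus min over baseline; more negative score means more quench and so TMEM16A activation or potentiation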
TMEM16A inh: inhibitors of mouse TMEM16A calcium-activated chloride channel; HEK293 TMEM16A/YFP iodide influx fluorescence, ionomycin; normalized B-score (activity score, 25-100; higher = stronger inhibition) at 10 µM; Q8BHY3; 310,000 tested, 1.2% active; AID 588511;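 active = ratio plate-corrected score three or more library SD toward inhibition, starting fluorescence score within five deviations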;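 also: score derived from kinetic fluorescence span divided by baseline fluorescence per well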
MrgX1 allo act: allosterically activates human MrgX1 receptor signaling; 310,000 tested, 0.63% active; B-score at 10 µM; MrgX1-HEK293, Fluo-4 calcium flux, FDSS; hits give high values; Q96LB2;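 active = plate-corrected calcium response at least 3 library SD above typical, normal starting fluorescence, not activating the receptor alone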;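 also: compound read alongside a low EC10 to EC30 dose of BAM8-22 agonist; peak minus trough fluorescence over baseline measured at the second addition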
RGS4 inh: inhibitors of human RGS4 | B-score at 10 µM | P49798 | AID 463165 | HEK293 M3R/RGS4 inducible, Fluo-4 calcium flux; hits give high values; triggered by carbachol at its EC20 | 310,000 tested, 0.45% active;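 active = B-score, a plate-corrected calcium signal, over three deviations above library mean, with baseline fluorescence within five deviations of library mean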;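 also: RGS4 expression induced by doxycycline in cells with stable M3 receptor; B-score is computed from the integrated fluorescence ratio over baseline after carbachol; higher B-score means a larger calcium signal and so more RGS4 inhibition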
TRPC6 activator: mouse TRPC6 channel activation. Q61143. HEK293-TRPC6 membrane potential dye fluorescence; hits give high values. B-score at 10 µM. 310,000 tested, 0.13% active;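 active = B-score of the integrated fluorescence ratio above library mean plus 3 SD, and starting fluorescence ratio within library mean plus 5 SD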;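 also: higher score means more depolarization so channel activation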
MrgX1 agonist: agonists of human MrgX1 receptor; Q96LB2; MrgX1-HEK293 cells, Fluo-4 calcium fluorescence, agonist mode; hits give high values; B-score at 10 µM; 310,000 tested, 0.44% active;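 active = calcium response B-score plate-corrected fluorescence ratio at least 3 library SD, with starting fluorescence B-score inside 5 SD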
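Material: MrgX1-expressing HEK293 cells / Dosing: compound as first of three additions / Incubation: overnight seeding, then 1 h dark dye loading / Signal: Fluo-4 NW calcium fluorescence / Evaluation: B-scored fluorescence response ratio / Benchmarks: positive and negative control wells on each plate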
MrgX1 antag: antagonists of human MrgX1 receptor | Q96LB2 | MRGX1-HEK293 calcium flux, Fluo-4, BAM8-22 antagonism; hits give low values | B-score at 10 µM | 310,000 tested, 1.3% active | AID 588676;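 active = calcium-response B-score plate-corrected more than 3 library SD below zero, starting fluorescence within 5 deviations, no agonist response on first addition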;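 also: peak minus trough fluorescence over baseline after final BAM8-22 challenge near maximal dose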
The depositor's hits bear a star; i = inactive; · = not tested or not shown.

SMILES	TRPC6 inh	TRPC4 inh	TRPC4 PAM	TRPC4 act	ANO1 activ	TMEM16A inh	MrgX1 allo act	RGS4 inh	TRPC6 activator	MrgX1 agonist	MrgX1 antag
O=C(COC(=O)CCCOc1ccccc1)NNC(=O)c1ccc([N+](=O)[O-])cc1	i	i	i	i	i	i	i	i	i	i	i
S=C1NCN(Cc2ccccc2)CN1C1CCCCC1	i	i	i	i	i	i	i	i	i	i	i
COCCNC(=O)C(C)OC(=O)c1cc2sccc2n1C (configuration not stated)	i	i	i	i	i	i	i	i	i	i	i
O=C1c2ccccc2C(=O)N1Nc1ccccc1	i	i	i	i	i	i	i	i	i	i	i
CC1CN(C(=O)Nc2cccc(C(F)(F)F)c2)CC(C)O1 (configuration not stated)	i	i	i	i	i	i	i	i	i	i	i
CCOC(=O)N1CCN=C1SCc1ccc(C(F)(F)F)cc1	i	i	i	i	i	i	i	i	i	i	i
O=C1CN(c2nc3ccccc3n3cnnc23)CC(=O)N1CCc1ccccc1	i	i	i	i	i	i	i	i	i	i	i
Cc1cc(C)n(CC(=O)N2CCCC(N3CCN(c4ccc(F)cc4)CC3)C2)n1 (configuration not stated)	i	i	i	i	i	i	i	i	i	i	i
CCN(CC)CCOc1nnc(-c2ccc(C)cc2)c2ccccc12	i	i	i	i	i	i	i	i	i	i	i
Cc1ccc(S(=O)(=O)N2CCN(C(=O)COC(=O)CCOc3cc(C)ccc3C)CC2)cc1	i	i	i	i	i	i	i	i	i	i	i
CCn1c(=S)[nH]c2sc3c(c2c1=O)CCCC3	i	i	i	i	i	i	i	i	i	i	i
CC(C)CCn1c(SCC(=O)NC2CCS(=O)(=O)C2)nc2cc(Cl)ccc2c1=O (configuration not stated)	i	i	i	i	i	i	i	i	i	i	i
COc1ccccc1N1CCN(C(CNS(=O)(=O)c2ccccc2)c2cccnc2)CC1 (configuration not stated)	i	i	i	i	i	i	i	i	i	i	i
O=C(Nc1cc(S(=O)(=O)Nc2ccc(Cl)cc2)ccc1N1CCCCC1)c1ccc(F)cc1	i	i	i	i	i	i	i	i	i	i	i
CS(=O)(=O)N1CCC(C(=O)NCc2ccc(F)cc2Cl)CC1	i	i	i	i	i	i	i	i	i	i	i
O=C(Nc1nnc(C2=COCCO2)o1)c1cccc(F)c1	i	i	i	i	i	i	i	i	i	i	i
CCC(C(=O)Nc1nc(C)c(C)s1)c1ccccc1 (configuration not stated)	i	i	i	i	i	i	i	i	i	i	i
COc1ccc(CC(NC(C)=O)C(=O)N2CCN(C(=O)Nc3cccc(Cl)c3)CC2)cc1OC (configuration not stated)	i	i	i	i	i	i	i	i	i	i	i
CN(C)S(=O)(=O)c1ccc(N2CCCC2=O)c([N+](=O)[O-])c1	i	i	i	i	i	i	i	i	i	i	i
O=C(c1ccccc1)N1CCN(C(=O)c2nn3c(C(F)(F)F)cc(-c4ccco4)nc3c2Br)CC1	i	i	i	i	i	i	i	i	i	i	i
Cc1nc(Sc2ccccc2)c(C#N)cc1-c1ccccc1	i	i	i	i	i	i	6.8*	i	i	i	i
CC(=O)N/C(=C\c1ccccc1)C(=O)OCC(=O)NC(C)C12CC3CC(CC(C3)C1)C2 (configuration not stated)	i	i	i	i	i	i	i	i	i	i	i
COc1cccc(OC)c1C(=O)Nc1ccc2nc(C)c(C)nc2c1	i	i	i	i	i	i	i	i	i	i	i
Cc1cc([N+](=O)[O-])ccc1NC(=O)c1sc2ncn(CC(=O)N3CCOCC3)c(=O)c2c1C	i	i	i	i	i	i	i	i	i	i	i
Cc1ccc(-n2c(-c3ccccc3)c[nH]c2=S)cc1	i	i	i	i	i	i	i	i	i	i	i
O=C(CCc1ccccc1)NNC(=O)COc1ccc(Br)cc1	i	i	i	i	i	i	i	i	i	i	i
CCOC(=O)C(NC(=O)c1ccc(OC)cc1)(OCC1(CC)COC1)C(F)(F)F (configuration not stated)	i	i	i	i	i	i	i	i	i	i	i
COc1ccc(-c2csc(NC(=O)CN3C(=O)CCC3=O)n2)cc1	i	i	i	i	i	i	i	i	i	i	i
CC1CCN(C(=O)/C(=C\c2ccccc2)NC(=O)c2ccccc2)CC1	i	i	i	i	i	i	i	i	i	i	i
Cc1ccc(OCc2nnnn2-c2ccccc2)cc1	i	i	i	i	i	i	i	i	i	i	i
CSc1nnc(NC(=O)c2ccc(C)c(S(=O)(=O)N3CCOCC3)c2)s1	i	i	i	i	i	i	i	i	i	i	i
CN(c1ccc(C(=O)NCCSC(C)(C)C)cc1)S(=O)(=O)c1ccccc1	i	i	i	i	i	i	i	i	i	i	i
O=C(Nc1ccccc1-c1ccccc1)c1ccccc1[N+](=O)[O-]	i	i	i	i	i	i	i	i	i	i	i
C/C(=C\C(=O)OCCCCCCCCC(=O)O)C[C@@H]1OC[C@H](C[C@@H]2O[C@H]2[C@@H](C)[C@H](C)O)[C@@H](O)[C@H]1O	i	i	i	i	i	i	i	i	i	i	i
O=C(NCCCC(=O)N1CCCCC1)c1ccc(Cl)cc1	i	i	i	i	i	i	i	i	i	i	i
C=CCn1c(SCC(O)Cn2c3ccccc3c3ccccc32)nnc1-c1ccco1 (configuration not stated)	i	i	i	i	i	i	i	i	i	i	i
Cc1ccc(C(c2c(O)nc3n(c2=O)CCS3)c2c(O)nc3n(c2=O)CCS3)cc1	i	i	i	i	i	i	i	i	i	i	i
CC(=O)c1cccc(NC(=S)Nc2cccc3ccccc23)c1	i	i	i	i	i	i	i	i	i	i	i
CCOc1nc(NCCO)nc(Nc2ccccc2F)n1	i	i	i	i	i	i	i	i	i	i	i
CCOC(=O)c1ccc(CNCc2ccccc2)cc1	i	i	i	i	i	i	i	i	i	i	i
CCCN1C(=O)c2ccccc2NC1c1ccc(Cl)c(Cl)c1 (configuration not stated)	i	i	i	i	i	i	i	i	i	i	i
O=C(CN1CCN(Cc2ccccc2)CC1)NCc1ccccc1Cl	i	i	i	i	i	i	i	i	i	i	i
O=C1Cc2cc(NS(=O)(=O)c3ccc([N+](=O)[O-])cc3)cc3c2N1CCC3	i	i	i	i	i	i	i	i	i	i	i
CC(C)(C)C(=O)CNS(=O)(=O)c1ccc(S(=O)(=O)NC2CCCC2)cc1	i	i	i	i	i	i	i	i	i	i	i
COc1ccc(S(=O)(=O)N/N=C(/C)c2ccc(C)o2)cc1	i	i	i	i	i	i	i	i	i	i	i
COc1ccc(/C=N/NC(=O)Cn2c(Cc3ccc(OC)c(OC)c3)nc3ccccc32)cc1OC	i	i	i	i	i	i	i	i	i	i	i
COc1ccccc1NS(=O)(=O)c1cccc(C(=O)N/N=C/c2ccc3c(c2)OCCO3)c1	i	i	i	i	i	i	i	i	i	i	i
O=C(c1ccco1)N1CCN(c2c([N+](=O)[O-])nn(-c3ccc(Cl)cc3)[n+]2[O-])CC1	i	i	i	i	i	i	i	i	i	i	i
COC(=O)c1ccc(COc2ccccc2/C=C(\C#N)C(=O)Nc2ccc(C)cc2C)cc1	i	i	i	i	i	i	i	i	i	i	i
O=C(/C=C/c1ccccc1)c1ccc(NC2=NCCCS2)cc1	·	·	·	·	i	i	i	·	·	i	i
O=C(Cn1nc(C(F)(F)F)c2c1CCCCC2)N1CCOCC1	i	i	i	i	i	i	i	i	i	i	i
[O-]/[N+](=C\c1ccncc1)c1ccc(Br)cc1	i	i	i	i	i	i	i	i	i	i	i
CC(=O)N1N=C(c2ccc(C)c([N+](=O)[O-])c2)OC1(C)C	i	i	i	i	i	i	i	i	i	i	i
O=c1ccc(-c2ccc(S(=O)(=O)NCc3cccc(Br)c3)s2)n[nH]1	i	i	i	i	i	i	i	i	i	i	i
CN(C)c1nc(/C=C(\C#N)C(N)=O)c(Cl)n1-c1ccc(F)cc1	i	i	i	i	i	i	i	i	i	i	i
NS(=O)(=O)c1ccc(CCNC(=O)C2CCN(S(=O)(=O)c3cccc4cccnc34)CC2)cc1	i	i	i	i	i	i	i	i	i	i	i
CCOC(=O)c1cccc(NC(=O)C2CCCN(c3nnc(N4CCCC4=O)s3)C2)c1 (configuration not stated)	i	i	i	i	i	i	i	i	i	i	i
O=C(CN1C(=O)NC2(CCCc3ccccc32)C1=O)NCc1ccco1 (configuration not stated)	i	i	i	i	i	i	i	i	i	i	i
COc1cc(OC)cc(C(=O)Nc2cccc(C(C)=O)c2)c1	i	i	i	i	i	i	i	i	i	i	i
O=C(NCCN1C(=O)S/C(=C\c2cccs2)C1=O)c1ccco1	i	i	i	i	i	i	i	i	i	i	i
Next section
SMILES	TRPC6 inh	TRPC4 inh	TRPC4 PAM	TRPC4 act	ANO1 activ	TMEM16A inh	MrgX1 allo act	RGS4 inh	TRPC6 activator	MrgX1 agonist	MrgX1 antag
Cc1ccc2[nH]c(=O)cc(C(=O)OC(C)C)c2c1	i	i	i	i	i	i	i	i	i	i	i
O=C(Nc1ccccc1)n1ccc(-c2ccc(-n3ccnc3)cc2)n1	i	i	i	i	·	i	i	i	i	i	i
CCOc1ccc([C@@H]2CC=C(C(=O)O)[C@H](c3ccc(Cl)cc3)N2S(=O)(=O)c2ccc(C)cc2)cc1	·	·	·	·	i	i	i	·	·	i	i
O=C(NCCCN1CCCC1)c1ccc(CS(=O)(=O)c2ccc(Br)cc2)o1	i	i	i	i	i	i	i	i	i	i	i
CCOC(=O)CNC(=O)CSc1nc2cccnc2n1CC	i	i	i	i	i	i	i	i	i	i	-8.3*
CC(=O)Nc1ccc(SC(C)C(=O)NC(N)=O)cc1 (configuration not stated)	i	i	i	i	i	i	i	i	i	i	i
COc1ccc(NC(=O)CSc2nnc(-c3cc(C)[nH]n3)n2N)cc1	i	i	i	i	i	i	i	i	i	i	i
C[C@@H](C(=O)NCCc1c[nH]c2ccccc12)[C@@H]1C[C@@]1(C)[C@@H](NC(=O)OCc1ccccc1)c1ccccc1	·	·	·	·	i	i	i	·	·	i	i
